# Source: PubChem (several laboratories)
# GC-A act = GC-A (human) enzyme activation; P16066; HEK293 GC-A cells, cGMP TR-FRET, EC30 ANP; 0% at EC30 ANP, 100% saturating ANP; activation, % at 10 µM; hit rate 0.14% among 370,000; AID 1671463; in the data active = activation above about 40%
# SMARCA2 activ = SMARCA2 function activation, primary screen. MG213 cells, MMTV-luciferase reporter, dexamethasone, overnight. activation, % at 9.1 µM. hit rate 1% among 370,000. AID 652017; in the data active = activation above about 7.8%;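 note: 0% = vehicle wells and 100% = reference activator wells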
# hcDAF-12 act = activates DAF-12 receptor from parasite H. contortus; HEK293 hcDAF-12 lit1-tk-luc reporter, luminescence; 0% DMSO, 100% Δ7-dafachronic acid; activation, % at 6.8 µM; hit rate 1.4% among 370,000; AID 652067;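 active = activation above the mean of all tested compounds plus 3 SD, cut at about 5.5% in these data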;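 note: 100% = response to 3 µM Δ7-dafachronic acid high control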
# ssDAF12 agonist = activates DAF-12 receptor from parasite S. stercoralis; HEK293 ssDAF-12/GRIP1 lit1-tk-luc reporter, luminescence; % of 3 µM dafachronic acid response; activation, % at 6.8 µM; hit rate 1% among 370,000;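 active = activation above the mean over all tested compounds plus 3 SD, cut at about 0.9% in these data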;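 note: 0% = DMSO-only wells and 100% = 3 µM delta7-dafachronic acid wells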
# proKLK7 act = proKLK7 (human) activation, primary screen; P49862; purified proKLK7, EDANS-DABCYL substrate fluorescence; 100% is mature enzyme control, 0% vehicle; activation, % at 7 µM; hit rate 0.9% among 370,000;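 active = activation above the mean of all tested compounds plus 3 SD, computed per campaign excluding outliers beyond control limits, cut at about 13% in these data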
# Target sequence (P49862 whole entry, looked up): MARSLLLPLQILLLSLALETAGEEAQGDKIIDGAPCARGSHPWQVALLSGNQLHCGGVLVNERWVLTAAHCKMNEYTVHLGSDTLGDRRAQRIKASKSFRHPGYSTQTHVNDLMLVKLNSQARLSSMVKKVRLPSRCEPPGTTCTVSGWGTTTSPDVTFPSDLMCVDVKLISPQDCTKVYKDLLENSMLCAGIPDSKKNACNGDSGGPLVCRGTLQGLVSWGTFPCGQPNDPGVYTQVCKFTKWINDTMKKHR
# DAX1 inh-1 = inhibitors of human orphan nuclear receptor DAX1 (NR0B1). P51843. hit rate 0.99% among 340,000. HEK293 Gal4-DAX1 luciferase reporter, luminescence. AID 504766. inhibition, % at 6.75 µM;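 active = inhibition above the mean over all tested compounds plus 3 SD, cut at about 4.2% in these data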;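 note: 0% = DAX1-transfected cells with DMSO and 100% = empty-vector control cells with DMSO; inhibition shows as a rise in luminescence from relieved DAX1 repression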
# hgDAF12 agonist = activates the H. glycines DAF-12 receptor ligand-binding domain | HEK293 GAL4-hgDAF12 UAS-luciferase reporter, agonist luminescence; normalized to butyrate control | activation, % at 6.8 µM | hit rate 1.8% among 370,000 | AID 687014;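 active = activation above a cutoff set at the mean of all screened compounds plus 3 SD, cut at about 10% in these data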;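 note: 0% = DMSO wells and 100% = sodium butyrate wells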
# GAA850 FXN act = activators of GAA850 frataxin (FXN) promoter; HEK293 lucGAA850 FXN promoter luciferase reporter, 24 h; percent of 10 µM SAHA response; activation, % at 6 µM; hit rate 0.56% among 360,000; AID 540364;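 active = activation above the average of all compounds screened plus 3 SD, cutoff fixed separately per campaign, cut at about 7.5% in these data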;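 note: 0% = DMSO wells and 100% = 10 µM SAHA wells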
# DAX1 inh-2 = DAX1 (NR0B1) inhibition, primary screen. HEK293T StAR-luciferase reporter, SF-1/DAX-1 repression relief. inhibition, % at 6.8 µM. hit rate 1.1% among 370,000. AID 652010;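 active = inhibition above the mean over all tested compounds plus 3 SD, cut at about 3.6% in these data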;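 note: 0% = DAX-1 cells with DMSO and 100% = cells lacking DAX-1 with DMSO; higher inhibition means more luminescence from relief of DAX-1 repression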
# sPLA2-III inh = Inhibits HGIII-sPLA2 liposome hydrolysis, primary screen. AID 743126. Q9NZ20. QFRET BODIPY PC-A2 liposome hydrolysis, fluorescence. inhibition, % at 12.2 µM. hit rate 0.56% among 370,000;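 active = inhibition above mean plus 3 SD of compounds lying within the high and low control bounds, cut at about 19% in these data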;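 note: 0% = median of test compound wells and 100% = no enzyme DMSO wells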
# Target sequence (Q9NZ20 whole entry, looked up): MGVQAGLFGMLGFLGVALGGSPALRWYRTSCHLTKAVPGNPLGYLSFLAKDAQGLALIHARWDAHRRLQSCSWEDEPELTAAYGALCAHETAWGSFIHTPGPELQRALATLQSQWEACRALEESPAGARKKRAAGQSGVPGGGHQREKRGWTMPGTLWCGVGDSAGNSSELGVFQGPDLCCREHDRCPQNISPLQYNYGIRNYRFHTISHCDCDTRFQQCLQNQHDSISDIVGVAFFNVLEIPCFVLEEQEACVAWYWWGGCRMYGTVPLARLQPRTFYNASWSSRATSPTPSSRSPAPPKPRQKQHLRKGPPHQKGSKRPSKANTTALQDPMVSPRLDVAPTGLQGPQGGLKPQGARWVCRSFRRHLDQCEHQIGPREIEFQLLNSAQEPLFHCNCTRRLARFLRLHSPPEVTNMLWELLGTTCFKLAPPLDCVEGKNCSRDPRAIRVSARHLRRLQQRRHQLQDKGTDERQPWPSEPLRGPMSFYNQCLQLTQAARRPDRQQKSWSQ
# GC-B act = GC-B (human) receptor activation. activation, % at 10 µM. AID 1920062. HEK293-GC-B cells, CNP EC30, cGMP TR-FRET; 0% at EC30 CNP, 100% saturating CNP. hit rate 0.11% among 370,000. P20594;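 active = activation at 10 µM reaching about 35% in either raw or pattern-adjusted values, limit read from the data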
# An asterisk follows results filed as active; . = no result given.
SMILES,GC-A act,SMARCA2 activ,hcDAF-12 act,ssDAF12 agonist,proKLK7 act,DAX1 inh-1,hgDAF12 agonist,GAA850 FXN act,DAX1 inh-2,sPLA2-III inh,GC-B act
CC1(C)NC(=O)N(CC(=O)OCC(=O)c2ccc(Br)s2)C1=O,8,1,-0.9,-0.5,-0.1,1.5,0.1,-2.2,-0.3,-6,2
CC(=O)C1=C(C)NC(=O)NC1c1cccs1 (stereo unspecified),1,1,0.8,-1.0,0.0,0.7,0.9,0.1,-0.4,5,-2
COc1ccccc1NC(=O)CN1CCN(c2ccccc2OC)CC1,-1,0,-1.0,-2.0,-0.1,-0.5,-4.1,-1.6,-0.2,-4,3
CCSc1nnc2c(n1)[nH]c1c(C)cccc12,3,-3,1.7,-1.0,0.7,-2.5,1.7,3.8,-0.4,4,1
CC1=C(C(=O)N2CCOCC2)C(c2cccc(C)c2)NC(=S)N1 (stereo unspecified),-2,-1,-2.1,-1.6,0.1,1.4,-1.8,-3.8,0.0,-3,-1
C#CCOCCOCCOCCNc1nc(N2CCN(C(=O)[C@H](CC(N)=O)n3cc(C(N)[C@H](C)CC)nn3)CC2)nc(N2CCN(C(=O)[C@H](CC(N)=O)n3cc(C(N)[C@@H](C)CC)nn3)CC2)n1 (stereo partly specified),1,1,-1.2,-1.4,0.1,2.9,0.3,-0.9,-0.2,-2,0
CCn1nc(C(=O)OCC(=O)NCCN2C(=O)CSC2=O)c2ccccc2c1=O,3,-2,-1.0,-0.9,0.6,-1.6,-1.8,-0.9,0.6,1,1
COC(=O)c1ccc(C2/C(=C(\O)c3cccc(OC)c3)C(=O)C(=O)N2CCCN2CCOCC2)cc1 (stereo unspecified),2,0,-1.1,-0.6,-0.3,-0.2,2.3,-0.3,0.3,-2,10
O=C1CCC[C@@H]2C=C[C@H](c3ccc(Br)cc3)[C@H]3CCN1[C@@H]32,-4,-6,-2.2,-1.1,0.0,.,-3.8,.,-0.1,5,-6
COc1cc(CN2CCN(C(=O)c3ccc(-c4ccccc4)cc3)CC2)cc(OC)c1OC,-5,0,-3.2,-2.0,-0.1,-1.1,-1.9,2.3,-0.9,-14,-7
COc1ccc(C(NC(=O)C2CCN(CCOc3ccccc3)CC2)c2ccccn2)cc1 (stereo unspecified),-1,0,0.4,-1.1,0.5,.,-1.7,-0.5,-0.8,-4,3
O=C(NC1=NCCS1)C1COc2ccccc2O1 (stereo unspecified),3,-3,-0.5,-2.0,0.7,-5.1,-8.5,-10,-1.1,-1,-2
CC(NC(=O)NC(=O)c1ccc(Cl)cc1)c1ccccc1 (stereo unspecified),-2,-2,-2.4,-0.9,0.0,-0.8,-0.1,4.0,-4.5,-4,-8
CC1CC(C)CN(C(=O)c2ccc(CSc3nc4ccncc4[nH]3)cc2)C1 (stereo unspecified),-1,-5,-4.6,-1.2,0.2,-0.2,-5.9,-0.2,-1.6,-24,7
Cc1cc(C)c(C(=O)COC(=O)C2CCN(c3ccc(C(F)(F)F)cn3)CC2)c(C)c1,-1,-4,-1.0,-0.8,0.0,1.1,-0.4,-0.7,-1.2,7,-4
O=C(NCC(=O)N1CCN(Cc2ccc3c(c2)OCO3)CC1)c1ccccc1F,0,1,0.9,-1.3,-0.6,0.5,-1.0,1.5,-0.3,-5,3
CN1C(=O)/C(=C/c2ccccc2F)Sc2ccc(C(=O)N3CCCC3)cc21,-2,-2,-2.8,-1.8,0.2,-0.8,-3.0,-1.1,-4.0,-5,3
CN(CC(=O)Nc1ccc(Cl)c(C(F)(F)F)c1)C(=O)c1cc(=O)c2ccccc2o1,-2,-1,-1.3,-0.1,0.2,0.5,-2.2,1.8,1.8,-6,-2
Cc1ccc(CSc2nnc(-c3ccccn3)n2C)cc1,-4,5,2.2,-1.3,0.5,0.6,4.4,1.3,0.0,3,-2
CCn1c(CNC(=O)Cc2ccc(OC)cc2)nnc1SCC(=O)Nc1ccc(C(=O)O)cc1,3,-3,-1.7,-1.6,0.1,0.8,-0.6,2.0,0.6,2,5
CCOc1ccc(S(=O)(=O)N2CCCC(C(=O)NC3CC3)C2)cc1Cl (stereo unspecified),6,-2,-1.1,-1.4,-0.2,-1.5,0.2,0.7,-0.1,-1,5
COc1ccc(CCNCC(=O)Nc2ccc(C)c(Br)c2)cc1OC,-3,-1,-1.2,-0.9,0.2,0.6,1.4,-1.8,-0.4,-6,-2
NC(=O)C1Cc2ccccc2CN1C(=O)c1cc(C2CC2)nn1-c1ccccc1 (stereo unspecified),-2,0,-1.8,-1.6,-0.8,0.0,-1.5,-1.1,-2.1,7,4
CCNC(=O)CN(Cc1ccccc1)S(=O)(=O)c1ccccc1,0,0,1.2,-1.5,-0.6,0.1,3.5,0.0,0.4,3,2
NC(=O)c1ccc(-n2nnnc2Oc2ccccc2C(=O)N2CCOCC2)cc1,-4,1,-1.1,-1.3,-0.1,0.4,-1.5,1.0,-0.3,-4,1
COc1ccc(Nc2ccc(N3C(=O)CCCC3=O)cc2[N+](=O)[O-])cc1OC,2,-3,-3.4,-1.7,-0.1,-0.7,-2.8,3.5,-0.7,4,-4
O=C1CCC(=O)N1N1C(=O)C2C3c4ccccc4C(c4ccccc43)C2C1=O (stereo unspecified),-5,-2,1.5,-1.7,-0.4,-0.1,1.3,2.5,0.1,-3,-3
CC(C)(C)c1ccc(OCCC(=O)OCC(=O)NC2CCCCC2)cc1,-1,-3,-0.5,-0.9,0.5,0.4,-0.6,0.5,0.6,-5,3
CCC(=O)/C=C1/Sc2ccc(OC)cc2N1CC,2,-2,0.1,-1.4,-0.7,-0.5,-1.1,0.6,0.0,6,1
CCOc1ccc(NC(=O)COC(=O)Cc2ccc(S(=O)(=O)N3CCOCC3)s2)cc1,2,-2,-1.7,-0.6,-0.1,-0.6,2.0,3.0,-0.3,-27,-2
COc1ccc(CCNC(=O)COC(=O)Cc2cc(OC)c(OC)c(OC)c2)cc1,-3,-5,-1.0,-1.6,-0.9,-1.0,-0.8,2.3,0.1,3,-2
O[C@@H]1[C@@H](O)[C@H](n2c3ccc(Cl)cc3c3ccc4c5cc(Cl)ccc5[nH]c4c32)OC[C@H]1O,-3,-6,0.6,-1.6,-0.7,.,4.7,.,-0.7,-17,-7
CCN(CC)CCCNC(=O)c1nn2c(C(F)(F)F)cc(-c3ccccc3)nc2c1Cl,6,0,-0.1,-0.7,0.7,-3.2,-2.9,-0.7,0.8,2,5
O=C(Oc1ccccc1/C=C\C(=O)c1cc2ccccc2o1)c1ccccc1,-5,8.7*,6.2*,-0.4,-0.3,-0.4,9.8,8.7*,1.0,-13,-3
O=c1oc2ccccc2c(O)c1C=NCc1ccccn1,-5,-1,0.1,-1.6,-0.4,0.2,0.3,-0.2,0.0,-7,1
O=C(CN1C(=O)c2cccnc2Oc2ccc(Cl)cc21)N1CCOCC1,-2,-3,-1.3,-1.0,-0.4,0.8,-0.4,0.1,0.0,7,-1
O=C(OCc1ccccc1)c1ccc(Br)o1,8,1,-1.4,-0.3,0.2,0.7,2.7,2.0,0.7,-1,-6
CC(=O)NCCC(=O)Nc1nc(-c2ccc3c(c2)OCCO3)cs1,0,0,3.0,-0.7,0.6,0.1,0.6,-0.7,-0.2,5,-2
NC(N)=NC1=NC(=O)C(Cc2ccccc2Cl)S1 (stereo unspecified),4,-3,-0.5,-1.0,-0.1,-0.1,-2.2,0.3,-0.1,12,2
COc1cccc(C2C(C(=O)c3sc(C)nc3C)=C(O)C(=O)N2CCN2CCOCC2)c1OC (stereo unspecified),2,-1,0.8,-1.4,0.7,0.0,-0.4,-1.9,0.0,5,-3

# In the list so far, 10 contain four or more nitrogen atoms.
SMILES,GC-A act,SMARCA2 activ,hcDAF-12 act,ssDAF12 agonist,proKLK7 act,DAX1 inh-1,hgDAF12 agonist,GAA850 FXN act,DAX1 inh-2,sPLA2-III inh,GC-B act
CCSc1nnc2c(n1)[nH]c1c(C)cccc12,3,-3,1.7,-1.0,0.7,-2.5,1.7,3.8,-0.4,4,1
C#CCOCCOCCOCCNc1nc(N2CCN(C(=O)[C@H](CC(N)=O)n3cc(C(N)[C@H](C)CC)nn3)CC2)nc(N2CCN(C(=O)[C@H](CC(N)=O)n3cc(C(N)[C@@H](C)CC)nn3)CC2)n1 (stereo partly specified),1,1,-1.2,-1.4,0.1,2.9,0.3,-0.9,-0.2,-2,0
CCn1nc(C(=O)OCC(=O)NCCN2C(=O)CSC2=O)c2ccccc2c1=O,3,-2,-1.0,-0.9,0.6,-1.6,-1.8,-0.9,0.6,1,1
CC1CC(C)CN(C(=O)c2ccc(CSc3nc4ccncc4[nH]3)cc2)C1 (stereo unspecified),-1,-5,-4.6,-1.2,0.2,-0.2,-5.9,-0.2,-1.6,-24,7
Cc1ccc(CSc2nnc(-c3ccccn3)n2C)cc1,-4,5,2.2,-1.3,0.5,0.6,4.4,1.3,0.0,3,-2
CCn1c(CNC(=O)Cc2ccc(OC)cc2)nnc1SCC(=O)Nc1ccc(C(=O)O)cc1,3,-3,-1.7,-1.6,0.1,0.8,-0.6,2.0,0.6,2,5
NC(=O)C1Cc2ccccc2CN1C(=O)c1cc(C2CC2)nn1-c1ccccc1 (stereo unspecified),-2,0,-1.8,-1.6,-0.8,0.0,-1.5,-1.1,-2.1,7,4
NC(=O)c1ccc(-n2nnnc2Oc2ccccc2C(=O)N2CCOCC2)cc1,-4,1,-1.1,-1.3,-0.1,0.4,-1.5,1.0,-0.3,-4,1
CCN(CC)CCCNC(=O)c1nn2c(C(F)(F)F)cc(-c3ccccc3)nc2c1Cl,6,0,-0.1,-0.7,0.7,-3.2,-2.9,-0.7,0.8,2,5
NC(N)=NC1=NC(=O)C(Cc2ccccc2Cl)S1 (stereo unspecified),4,-3,-0.5,-1.0,-0.1,-0.1,-2.2,0.3,-0.1,12,2
